GLP1R ag = activates the human GLP-1 receptor; P43220; HEK293 GLP-1R CRE-luciferase, luminescence, 4-6 h; cells express a hypersensitive GLP-1R form; Potency, µM (series often up to 45.6 µM), without a hit: at the highest dose activation, actives largely listed as activators; actives 0.007% (n = 380,000); AID 624172; note: potency is the fitted concentration of half-maximal effect; % of control where 0% means no effect
Target sequence (P43220 whole entry, looked up): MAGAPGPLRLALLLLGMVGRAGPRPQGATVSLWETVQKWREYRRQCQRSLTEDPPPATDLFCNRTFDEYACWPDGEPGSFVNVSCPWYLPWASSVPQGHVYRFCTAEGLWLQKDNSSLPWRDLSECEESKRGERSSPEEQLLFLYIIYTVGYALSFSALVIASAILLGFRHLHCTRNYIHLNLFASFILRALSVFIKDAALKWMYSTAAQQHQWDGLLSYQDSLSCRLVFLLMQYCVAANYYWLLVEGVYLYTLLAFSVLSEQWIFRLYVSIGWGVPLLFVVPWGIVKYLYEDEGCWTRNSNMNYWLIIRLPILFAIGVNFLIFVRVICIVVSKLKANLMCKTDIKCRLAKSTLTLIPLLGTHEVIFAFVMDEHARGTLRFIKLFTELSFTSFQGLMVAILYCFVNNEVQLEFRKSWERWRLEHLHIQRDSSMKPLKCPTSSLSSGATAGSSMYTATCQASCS
D3 antag = D3 dopamine receptor (human) antagonism | P35462 | D3R cells, DiscoveRx beta-arrestin luminescence, antagonist mode; hits give low values | max response, negative = inhibition, % | actives 2.5% (n = 360,000) | AID 652054; in the data active = max response below about -50%; inconclusive = no clear call, values can overlap the other calls; note: % is set by controls: 0 for no effect and ±100 for the full control effect; mostly tested at two doses, the higher about 12 µM
Target sequence (P35462 whole entry, looked up): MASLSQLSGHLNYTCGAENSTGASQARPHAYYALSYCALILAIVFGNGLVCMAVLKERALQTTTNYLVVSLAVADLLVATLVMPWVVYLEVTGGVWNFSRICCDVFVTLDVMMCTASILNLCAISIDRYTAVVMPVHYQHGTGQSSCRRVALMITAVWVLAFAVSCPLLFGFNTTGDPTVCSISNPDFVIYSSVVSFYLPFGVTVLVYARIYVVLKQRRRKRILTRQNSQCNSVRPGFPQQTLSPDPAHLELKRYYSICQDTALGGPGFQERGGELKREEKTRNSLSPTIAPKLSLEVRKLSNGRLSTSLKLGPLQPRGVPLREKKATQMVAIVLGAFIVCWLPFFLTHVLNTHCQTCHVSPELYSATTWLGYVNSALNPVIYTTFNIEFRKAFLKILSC
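Cells expressing the human receptor were seeded at 1500 cells/well, incubated overnight at 37 degrees C in 5% CO2, then exposed to library compounds with dopamine controls for 90 minutes at 37 degrees C before luminescent detection.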
KB-3-1 cytotox = kills parental KB-3-1 adenocarcinoma cells; actives 1.4% (n = 400,000); Potency, µM (top dose mostly 46.1 µM), inactives show at the highest dose activity change, negative = cytotoxic, actives largely listed as cytotoxic; KB-3-1 viability, CellTiter-Glo ATP luminescence, 72 h; AID 1347075; note: potency is the fitted concentration of half-maximal effect; % is set by controls: 0 for no effect and ±100 for the full control effect; nearly all actives have a fitted effect of over 60% in size
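Luminescent ATP read-out (CellTiter-Glo) measures survival of drug-naive KB-3-1 cells after 72 h compound exposure at 37 °C. Titration series was screened from lowest to highest concentration, with DMSO vehicle plates as background controls.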
HT1080 IDH1KD tx = toxicity to HT-1080 IDH1 knockdown cells (counter line) | HT-1080 IDH1 knockdown viability, ATP luminescence, 48 h | Potency, µM (highest dose often 46.1 µM), for the others: at the top dose activity, negative = toxicity, usual class: cytotoxic | actives 2% (n = 360,000) | AID 686971;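 note: potency is the fitted concentration of half-maximal effect; 0% = DMSO wells and -100% = cell-free medium wells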
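Cytotoxicity counter-line: IDH1KD HT-1080, 48 h, CellTiter-Glo. Curves classed by r2, magnitude and activity.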
IL-1B inflam inh = inflammasome signaling inhibition, IL-1 beta readout | THP-1 LPS/ATP IL-1B secretion, AlphaLISA, 16 h; hits give low values | activity change, % at 57.5 µM | actives 4.7% (n = 360,000) | AID 743279; in the data active = activity change below about -50%; inconclusive = mostly about -30% to -49%; note: % is set by controls: 0 for no effect and ±100 for the full control effect
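THP-1 cells pretreated 1 hr with compounds (up to 57.5 uM final), then stimulated with LPS (250 ng/mL final) plus ATP (1.25 mM final); secreted IL-1B measured by AlphaLISA after 16 hr, decreased signal indicating inhibition.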
DRD3 agonist = agonists of human D3 dopamine receptor; max activation, %; actives 0.58% (n = 410,000); P35462; D3R DiscoveRx beta-arrestin cells, luminescence, 90 min; AID 652048; in the data active = max activation above about 30%; note: 0% is about no effect; mostly tested at two doses, the higher about 12 µM
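Agonist mode: compounds and dopamine controls were applied to plated cells for 90 min at 37 degrees C after an overnight attachment at 1500 cells/well. Luminescent read-out followed 30 - 60 minutes at room temperature with DiscoveRx detection reagent.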
SW480 rereplic = induces DNA re-replication in SW480 colon adenocarcinoma cells; SW480 DNA re-replication, Hoechst DNA content imaging, 48 h; Potency, µM (top dose mostly 46.1 µM), for the others: at the top dose re-replication activation, hits mostly activators; actives 1.8% (n = 340,000); AID 624297; note: potency is the fitted concentration of half-maximal effect; % of control where 0% means no effect; nearly all actives have a fitted effect of over 55% in size
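DNA re-replication was detected as more nuclei of elevated Hoechst intensity after 48 hr exposure to compound (23 nL pinned per well of 250 cells).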
KB-V1 cytotox = KB-V1 MDR subline cytotoxicity. actives 3.4% (n = 400,000). Potency, µM (series often up to 46.1 µM), for inactives: top-dose activity change, negative = cytotoxicity, usual class: cytotoxic. KB-V1 MDR cells viability, CellTiter-Glo, 72 h. AID 1347076; note: potency is the fitted concentration of half-maximal effect; % is set by controls: 0 for no effect and ±100 for the full control effect; nearly all actives have a fitted effect of over 60% in size
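KB-V1, DMEM (no phenol red) + 10% FBS; cpd pin-transferred, titration series; 72 h, 37 degrees C; CellTiter-Glo, luminescence. Data normalized, curve-fit.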
HT1080NT lethal = kills 2HG-producing HT-1080-NT fibrosarcoma cells. HT-1080-NT fibrosarcoma viability, CellTiter-Glo ATP luminescence, 48 h. Potency, µM (series often up to 46.1 µM), for inactives: top-dose activity, negative = less viability, actives largely listed as cytotoxic. actives 1.6% (n = 360,000);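 note: NT is the 2HG producing partner of a matched IDH1 knockdown line; potency is the fitted concentration of half-maximal effect; 0% = DMSO-treated cells and -100% = media-only wells without cells; nearly all actives have a fitted effect of over 55% in size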
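A 48-hour cytotoxicity screen used HT-1080-NT cells plated 2 hours before compound delivery. ATP-based CellTiter-Glo luminescence measured viability, normalized to DMSO and no-cell controls.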
Starred values were filed as active, the others as inactive; ? = inconclusive; . = not tested or not shown; [ ] = dose if it differs, or a comment. Unless noted, calls come from the whole dose curve; as a rule, active = well fitted curve in the direction sought with a large enough effect; inconclusive = small, poorly fitted or top-dose-only effect, or another doubt; inactive = no such curve, though single readings can be large; an effect the other way counts as inactive or inconclusive. Random draw from the library; about 12% have a hit in one of these screens.

SMILES	GLP1R ag	D3 antag	KB-3-1 cytotox	HT1080 IDH1KD tx	IL-1B inflam inh	DRD3 agonist	SW480 rereplic	KB-V1 cytotox	HT1080NT lethal
CCOC(=O)[C@@H]1[C@H]2COc3cc(OC)ccc3[C@@H]2N2C(=O)N(c3ccc(Br)cc3)C(=O)[C@]12C	-6%	0	-7%	1%	-21	-13	18%	-5%	8%
Cc1ccccc1-n1c(SC2CCOC2=O)nnc1-c1ccncc1 (stereo not drawn)	6%	10	25%	13%	19	3	-7%	?	?
CC1(C)CC(NC(=O)COc2ccc3ccc(=O)oc3c2)CC(C)(C)N1	-5%	-4	9%	10%	-26	0	16%	11%	-2%
COc1ccc([N+](=O)[O-])c2c(=O)ccoc12	12%	39	23%	1%	-17	-10	-57%[inhibitor]	-12%	29%
O=C(CN1C(=O)NC2NC(=O)NC21)NC1CCCCC1 (stereo not drawn)	3%	2	-3%	12%	-4	4	-1%	2%	4%
Cn1cc(Br)c(C(=O)NNC(=O)c2ccc(Cl)cc2)n1	1%	11	24%	23%	-6	-4	-10%	4%	1%
COc1ccc2[nH]c(N=Nc3ccccc3C)c(O)c2c1	3%	-22	2%	-1%	-3	-13	-2%	-2%	-3%
CCN(C(=O)c1ccc(Br)o1)C1CCS(=O)(=O)C1 (stereo not drawn)	-7%	17	1%	4%	-4	6	-8%	21%	6%
CCn1c(COc2cccc3cccnc23)nnc1SCC(=O)O	-3%	-3	22%	8%	7	3	-4%	2%	16%
CCOC(=O)CC1NCCc2c1[nH]c1ccc(OC)cc21 (stereo not drawn)	-2%	0	3%	8%	14	-36	1%	0%	4%
O=C(C1CC1)N1CCc2cc(S(=O)(=O)NCCCN3CCCCC3)ccc21	8%	3	-1%	2%	-6	-5	-5%	?	-12%
O=C(CCN1C(=O)/C(=C/c2cccs2)SC1=S)NC1=NCCS1	-7%	4	?	2%	1	7	.	-2%	9%
c1ccc2c3n(nc2c1)CCCCO3	-1%	15	8%	2%	0	0	-26%[9.22 µM]	?	13%
COc1ccccc1C(=O)Nc1ccccc1N1CCN(C(=O)c2ccc(Cl)cc2)CC1	6%	-4	?	-38%	-13	-5	18%	0%	-10%
Cc1cccc(N2CCN(S(=O)(=O)c3ccc(S(=O)(=O)N4CCCC4)cc3)CC2)c1C	1%	3	2%	5%	23	0	-4%	10%	5%
CSc1ccc(/C=N/Nc2ccc(Cl)c(C(=O)O)c2)cc1	-2%	-6	-9%	20%	12	3	-1%	-2%	6%
COc1ccc(Cn2nnnc2C(c2ccc3ncccc3c2)N2CCN(C3CCCCC3)CC2)cc1 (stereo not drawn)	-2%	25	-5%	2%	-14	5	-21%	18%	-3%
Cc1cccc(NNC(=O)C2CCC2)c1	-4%	1	4%	7.3µM*	7	-11	-9%	14%	7.3µM*
Cc1ccc(NC(=O)N2CCCC2)cc1Cl	5%	-27	18%	3%	0	-3	-3%	3%	-1%
O=[N+]([O-])c1cc(Cl)c(Cl)c(Cl)c1Cl	-3%	0	-4%	20%	-93*	7	25%	0%	0%
O=C1CSC(c2ccccc2[N+](=O)[O-])N1c1ccc(O)cc1 (stereo not drawn)	-14%	0	-3%	11%	3	1	-2%	8%	-1%
CC1CCN(C(=O)c2cc3c(=O)n4ccccc4nc3s2)CC1	?	-15	-11%	-8%	23	0	3%	-14%	-3%
C/C(N)=C(/C#N)C(=O)CSc1nc2ccccc2c(=O)n1-c1ccc(C)c(Cl)c1	2%	35	-3%	-6%	28	1	12%	?	-6%
O=C(CNC(=O)c1ccc(F)cc1)NCc1ccc(Cl)cc1	6%	2	-3%	-1%	-16	-12	6%	-1%	-1%
FC(F)(F)c1cccc(Oc2ccc3c(C(F)(F)F)cc(C(F)(F)F)nc3n2)c1	-10%	3	-9%	-8%	48	-7	0%	-6%	-3%
COc1ccccc1C1C=C(c2ccc(C)cc2)Nc2nnnn21 (stereo not drawn)	-1%	2	-30%	-14%	?	-1	6%	0%	-5%
O=c1[nH]c(SCc2nc3c(cnn3-c3ccccc3)c(=O)[nH]2)nc2ccccc12	0%	33	2.1µM*	?	5	4	0%	?	-21%
Cc1cc(OC(=O)c2ccco2)c(Sc2ccccc2[N+](=O)[O-])c(=O)o1	2%	-21	11%	8%	7	4	1%	9%	-1%
Cn1c(=O)cc(SCC(=O)N2CCCC2)c2cc(Cl)ccc21	-6%	12	0%	2%	23	-3	-11%	?	2%
COc1cccc(C(=O)N2CCN=C2SCc2cccnc2)c1OC	-2%	-20	-11%	0%	-9	-10	-2%	1%	7%
CC(C)CC(=O)NC(=S)Nc1nc(-c2ccccc2)cs1	1%	14	9%	-9%	2	4	.	-17%	-3%
Cc1nnc2n1NC(c1ccc(Cl)cc1)C(C(=O)N(C)C1CCCCC1)S2 (stereo not drawn)	17%	-16	-1%	14%	-5	-5	1%	3%	9%
C=CCOc1ccc(/C=C/C(=O)OCC(=O)N2CCCc3ccccc32)cc1	-11%	-21	2%	6%	?	4	-7%	-13%	7%
COc1ccccc1NC(=O)CCCNC(=O)Cn1cnc2sc(C)c(C)c2c1=O	5%	6	14%	-4%	30	-36	-13%	-23%	0%
O=C(NCc1ccco1)C1(c2ccccc2)CCCC1	2%	8	-8%	3%	-1	16	2%	?	-26%
COc1ccc(Cn2c(=O)sc3ccccc32)cc1OC	9%	27	15µM*	-19%	7	1	-3%	2.6µM*	-20%
CCOC(=O)CN1C(=O)N[C@@H](CCc2ccccc2)[C@H](C(=O)OC)[C@H]1C	0%	-7	0%	-7%	-6	6	?	-1%	-1%
O=C(/C=C/[C@H]1O[C@@H](n2ccc(=O)[nH]c2=O)[C@H](O)[C@@H]1O)NCc1ccco1	-2%	-22	0%	25%	9	-5	.	10%	20%
COc1ccccc1NC(=O)CSc1ncn(-c2ccccc2)n1	1%	9	5%	-1%	-13	-8	-4%	16µM*	-4%
COc1ccc(C(=O)OCc2cc(C)ccc2C)cc1S(=O)(=O)N1CCCC1	2%	-1	-23%	-1%	-27	-8	3%	5.2µM*	-6%
CC(C)C[C@@H](CO)N1CCN(Cc2ccc(Br)cc2)CCC1=O	-4%	-24	?	11%	7	13	-4%	?	19%
O=C(Cn1cccc1C(=O)c1ccccc1)NCCc1ccc(Cl)cc1	3%	5	13%	17%	0	3	7%	-2%	7%
O=C(Nc1ccc(S(=O)(=O)Nc2nccs2)cc1)C1CCCCC1	-2%	18	1%	0%	31	2	-3%	15%	-2%
CCn1c(COc2ccc(C)cc2)nnc1SCC(=O)C(C)(C)C	4%	-21	-1%	-13%	12	5	-7%	-3%	-17%
Cc1[nH]c2ccccc2c1/C=N/Nc1nc(Nc2ccc(F)cc2)nc(N2CCOCC2)n1	-5%	-7	-8%	0%	1	3	1%	3%	-4%

Random excerpt: three entries already listed.
SMILES	GLP1R ag	D3 antag	KB-3-1 cytotox	HT1080 IDH1KD tx	IL-1B inflam inh	DRD3 agonist	SW480 rereplic	KB-V1 cytotox	HT1080NT lethal
Cc1ccc(NC(=O)N2CCCC2)cc1Cl	5%	-27	18%	3%	0	-3	-3%	3%	-1%
Cc1cccc(N2CCN(S(=O)(=O)c3ccc(S(=O)(=O)N4CCCC4)cc3)CC2)c1C	1%	3	2%	5%	23	0	-4%	10%	5%
COc1ccc(Cn2nnnc2C(c2ccc3ncccc3c2)N2CCN(C3CCCCC3)CC2)cc1 (stereo not drawn)	-2%	25	-5%	2%	-14	5	-21%	18%	-3%

(cont.)
SMILES	GLP1R ag	D3 antag	KB-3-1 cytotox	HT1080 IDH1KD tx	IL-1B inflam inh	DRD3 agonist	SW480 rereplic	KB-V1 cytotox	HT1080NT lethal
COc1cc(C(=O)N2C[C@@H]3CCC[C@H]2C3)ccc1OC1CCN(C(C)=O)CC1	-6%	6	-4%	4%	-3	-1	-3%	-17%	0%
Cc1ccc(NC(=O)C(C)N2CCc3ccccc3C2)cc1 (stereo not drawn)	5%	-76*	-1%	-6%	-1	-23	-6%	-10%	10%
COc1ccccc1CNC(=O)COC(=O)c1ccccc1SCC(=O)N1CCCC1	5%	13	5%	7%	-11	-5	-2%	-27%	-1%
CCOC(=O)/C=C1/SCC(=O)N1CC(=O)c1ccc[nH]1	7%	13	18%	-10%	17	3	-23%	0%	1%
O=C1N[C@@H](Cc2ccccc2)COC(=O)[C@@H](Cc2ccc(F)cc2)CC/C=C/C[C@@H]1CC(=O)N(CCO)Cc1ccccc1	-2%	0	?	-10%	-24	-8	1%	?	-20%
Cc1noc(C)c1CSCC(=O)N(CCC(C)C)c1c(N)n(Cc2ccccc2)c(=O)[nH]c1=O	-3%	8	-18%	4%	-8	11	-1%	6%	1%
Cc1c(-c2ccc(Cl)cc2)[n+](=O)c2c(n1[O-])CCCC2	6%	-26	-12%	7%	38	-2	-5%	-23%	-1%
CC1=NN(C(=O)c2ccc(Cn3cc(Br)c([N+](=O)[O-])n3)o2)C(O)(C(F)(F)F)C1 (stereo not drawn)	8%	?	4%	-13%	-10	-6	10µM*	14%	-25%
COc1ccc(CCNC(=O)c2ccc3c(c2)N(Cc2cccc(C)c2)C(=O)c2ccccc2S3(=O)=O)cc1OC	-2%	.	-3%	.	.	1	.	?	.
CC1CCc2c(nc3sc4c(c3c2N)CCCC4)C1 (stereo not drawn)	22%	10	-8%	?	-91*	-1	-5%	?	?
COc1cccc(C2=NOC(C(=O)Nc3ccccc3SC)C2)c1 (stereo not drawn)	8%	15	-2%	-7%	5	-4	-1%	-26%	-6%
CCOC(=O)C1CCN(c2ncnc3c2cnn3-c2ccccc2)CC1	-7%	18	3%	7%	10	11	-4%	-25%	6%
CCC(C)[C@H](NC(=O)Nc1ccc(C(C)=O)cc1)C(=O)OC (stereo partly drawn)	-1%	-9	8%	6%	-5	-4	-5%	?	12%
CCOc1ccc(OCCC(=O)NNC(=O)c2cc(C)oc2C)cc1	-4%	-20	-11%	-5%	1	-13	-4%	-1%	-8%
COCCN1Cc2cccc(C(=O)NC(C)c3cccs3)c2C1=O (stereo not drawn)	1%	30	27%	7%	16	2	0%	-5%	13%
